FEN1 inhibitor: human FEN1 inhibition | P39748 | Recombinant FEN1 flap cleavage, fluorescence, 15 min | Potency, µM (highest dose often 114 µM), for the others: top-dose activity change, negative = inhibition, most hits filed as inhibitors | hit rate 0.35% among 390,000 | AID 588795; further: nearly all actives have a fitted effect of over 65% in size
Target sequence (P39748 whole entry, looked up): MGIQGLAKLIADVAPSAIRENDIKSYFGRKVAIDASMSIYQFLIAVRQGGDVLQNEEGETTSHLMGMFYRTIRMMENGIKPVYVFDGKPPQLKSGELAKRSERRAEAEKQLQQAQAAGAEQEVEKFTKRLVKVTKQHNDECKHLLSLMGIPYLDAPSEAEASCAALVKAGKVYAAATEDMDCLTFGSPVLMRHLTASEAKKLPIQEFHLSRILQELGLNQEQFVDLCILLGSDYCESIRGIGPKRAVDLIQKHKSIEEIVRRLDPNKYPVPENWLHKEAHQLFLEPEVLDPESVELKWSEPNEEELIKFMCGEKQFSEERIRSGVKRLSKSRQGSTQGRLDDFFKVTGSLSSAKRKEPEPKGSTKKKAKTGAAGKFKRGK
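Concentration–response screening of FEN1 (10 nM): 15 min compound preincubation at room temperature, reaction started with 50 nM substrate and read at 0 and 15 min. Corrected, normalized data were fitted by a four-parameter Hill equation.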
N370S GC: N370S glucocerebrosidase modulation, Gaucher chaperone candidate. hit rate 0.092% among 330,000. N370S GC spleen homogenate, 4MU-glucoside fluorescence. Potency, µM (highest dose often 59.4 µM), inactives show at the top dose activity change, negative = inhibition, hits mostly inhibitors. AID 2101. P04062;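 further: 0% = full enzyme activity and -100% = no enzyme basal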
TDP1 cell CPT: DT40-hTDP1 cell growth loss with CPT; hit rate 12% among 420,000; chicken DT40 Tdp1-/-;hTDP1 cells + 20 nM CPT, ATP luminescence, 48 h; Potency, µM (series often up to 46.2 µM), for the others: at the top dose activity change, negative = growth inhibition, actives largely listed as inhibitors; further: nearly all actives have a fitted effect of over 55% in size
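Chicken DT40 Tdp1-/- cells stably complemented with human TDP1 were seeded at 400 cells/well in medium containing 20 nM camptothecin, exposed to pin-transferred compounds, and grown at 37 °C for at least 48 hr. Viability was read as ATP luminescence.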
* marks the source's active call; other numbers are inactive results; ? = inconclusive; / = not tested or not shown; & = joins results of further samples; [ ] = remark or other dose. The call rests on the fitted dose curve; in most records, active means well fitted curve in the direction sought with a large enough effect; inconclusive means small, poorly fitted or top-dose-only effect, or another doubt; inactive means no such curve, though single readings can be large; an effect the other way counts as inactive or inconclusive. Unless noted, on the % scale 0 is the no-effect control and ±100 the full control effect; potency means the concentration at half of the fitted maximal effect.

Results follow in this order: TDP1 cell CPT	FEN1 inhibitor	N370S GC
O=C(Nc1ccc(-n2nncc2-c2ccccc2)cc1)c1cccc(F)c1
  ?	0%	/
CCCCC(=O)Nc1cccc(NC(=O)c2cccnc2Cl)c1
  -6%	18%	1%
Cc1onc(-c2ccccc2)c1C(=O)NCC1CCCO1 (stereo not drawn)
  0%	0%	5%
COCCCN1C(=O)C(=O)/C(=C(/O)c2ccc(OCC(C)C)cc2C)C1c1cccnc1 (stereo not drawn)
  -1%	5%	3%
CC(C)(C)C1(O)CC(C(F)(F)F)=NN1C(=O)Cc1ccc([N+](=O)[O-])cc1 (stereo not drawn)
  ?	-1%	-7%
CCCCN1C(=O)c2ccc(C(=O)OCC(=O)N3CCN(c4ccccc4)CC3)cc2C1=O
  -26%	-8%	/
COc1ccccc1Nc1ncnc2nc[nH]c12
  -16%	1%	-13%[12.8 µM]
COC(=O)c1ccc(COc2ccc(C(C)(C)C)cc2)o1
  ?	?	-6%
CCOc1ccccc1NC(=O)c1cc(-c2ccccn2)nc2ccccc12
  21µM*	-22%	/
Cc1ccc2[nH]c3c(c2c1)CCCC3C(N)=O (stereo not drawn)
  -4%	0%	-7%
O=C(NCc1ccccc1)c1noc2c1CCCCC2
  2%	-4%	10%
O=C(COc1ccc(OCc2ccccc2)cc1)NC1CCOC1=O (stereo not drawn)
  3%	-1%	13%
COc1ccc(C2N3CC4(C)CN2CC(C)(C3)C4O)cc1 (stereo not drawn)
  8%	-11%	8%
CCc1ccc(Nc2nn(-c3ccc(OC(F)(F)F)cc3)nc2C(C)=O)cc1
  -2%	-3%	/
Cc1cc(C)c(OCC(=O)OCC(=O)NCc2cccs2)c(C)c1
  -6%	2%	-15%
Cc1c(C(=O)NCCN2CCOCC2)sc2nc(-c3ccc(F)cc3)cn12
  ?	-4%	/
CC(C)(C)c1ccc(Cn2c(=N)n(CC(O)c3ccco3)c3ccccc32)cc1 (stereo not drawn)
  2.6µM*	0%	?
Cc1noc(NS(=O)(=O)c2ccc(N/C=C/C(=O)c3ccc(F)cc3)cc2)c1C
  -7%	-22%	-10%
O=C(/C=C/c1cccc([N+](=O)[O-])c1)OCC(=O)N1CCOCC1
  -15%	-1%	/
Cc1cccc(N2CCN(C(=O)CCc3nc4ccccc4c(=O)[nH]3)CC2)c1C
  -8%	14%	/

Next section:
Results follow in this order: TDP1 cell CPT	FEN1 inhibitor	N370S GC
Cc1ccc(NC(=O)CS(=O)CC(=O)N(c2ccccc2)C(C)C(=O)NC2CCCC2)cc1 (stereo not drawn)
  ?	-15%	11%
COc1ccc(-c2nc(C#N)c(N3CCCCCC3)o2)cc1OC
  15µM*	?	?
Cc1oc2ccc(OC(C(=O)O)c3ccccc3)cc2c1C(=O)O (stereo not drawn)
  17%	11%	1%
Cc1ccc(NC2=CC(=O)CCC2)cc1C
  -8%	9%	2%
COc1ccc2c(c1)CCc1c(C(=O)N(C)c3ccccc3)noc1-2
  -27%	-14%	8%
CCCCOC(=O)CCc1c(C)n[nH]c1C
  12%	2%	-16%
O=C1CCSC2(C(=O)N(Cc3ccc(F)cc3)c3ccccc32)N1c1cccc(F)c1 (stereo not drawn)
  5.2µM*	-5%	/
Cc1nnc(C)n1/N=C/c1ccc(C(C)C)cc1
  -2%	0%	-22%
COc1ccc(CCNC(=O)c2ccc(CS(=O)(=O)c3ccc(Br)cc3)o2)cc1OC
  21µM*	-17%	-6%
COc1ccccc1NC(=O)CC1C(=O)Nc2c1c(=O)n(C)c(=O)n2C (stereo not drawn)
  0%	-5%	-22%
CCOC(=O)c1ccccc1NC(=O)c1cc2ccccc2o1
  -24%	-7%	11%
CCOc1ccc(S(=O)(=O)NCCC(=O)N2CCN(Cc3ccccc3)CC2)cc1
  ?	-3%	-2%
Cc1ccccc1C(=O)Nc1ccc(O)c2c(=O)cc(-c3ccccc3Cl)oc12
  ?	-2%&14%	-5%&19%
CC(=O)OC1C2CCC1C([N+]1(C)CCCCC1)CC2 (stereo not drawn)
  3%	-5%	6%
O=C(NCCCCCCCCNC(=O)c1cccc2ccccc12)c1cccc2ccccc12
  ?	10%	/
COc1ccc(S(=O)(=O)Cc2ccc(C(=O)NC3CCCCC3)o2)cc1
  -29%&-23%	19%&9%	-7%
CN(C)c1ccc(/C=N\NC(=S)SCN2C(=O)C3CCC(C)(C2=O)C3(C)C)cc1 (stereo not drawn)
  -3%	-9%	8%
CCc1cccc(C)c1Nc1c(-c2cccc(O)c2)nc2nc(C)cc(C)n12
  ?	-24%	/
Cc1cc(OCC(=O)NCc2ccncc2)ccc1Cl
  10%	1%	-11%
CCOc1ccc(CC(=O)Nc2c(C(=O)c3ccc(F)cc3)oc3ccccc23)cc1OCC
  ?	-2%	/

(further entries)
Results follow in this order: TDP1 cell CPT	FEN1 inhibitor	N370S GC
COCCCN1CC23C=CC(O2)C(C(=O)O)C3C1=O (stereo not drawn)
  ?	2%	-1%
CC1CN(c2nc(-c3ccc(Br)cc3)nnc2-c2ccccc2)CC(C)N1 (stereo not drawn)
  13µM*	-6%	-20%
CCOc1ccccc1OCCCCn1c(-c2ccc(Cl)cc2)nc2ccccc2c1=O
  ?	-8%	/
O=C(O)c1ccc(N2C(=O)/C(=C\c3ccccc3)N=C2c2ccccc2)cc1
  11%	1%	10%
NNC(=O)c1cncc(Br)c1
  2%	-1%	-1%
COC(=O)c1ccc(Cn2c(SCC(=O)NCc3ccccc3)nc3ccccc32)cc1
  21µM*	0%	/
CCCCCCCCCCCCCCCCOCC(CO)OC (stereo not drawn)
  2%[4.12 µM]	/	-2%&-1%
COCCn1c(=O)c(-c2cc(F)cc(F)c2)nc2cnc(Oc3ccccc3)nc21
  -12%	/	1%
CC(OC(=O)c1ccc2ccccc2c1)C(=O)N(C)Cc1ccccc1 (stereo not drawn)
  ?	-1%	/
CCOc1ccc(S(=O)(=O)N2CCN(C(=O)c3ccc(C)c(S(=O)(=O)N4CCOCC4)c3)CC2)cc1
  26µM*	2%	/
CCC(=O)N1CCN(c2ccc(Cl)cc2NC(=O)c2cccc([N+](=O)[O-])c2)CC1
  ?	-5%	-11%
CC(C)n1c(NCc2cccs2)nc2ccccc21
  -18%	-1%	0%
COc1ccc(F)c(-c2nc(CN3CCC(c4ccccc4)CC3)c(C)o2)c1
  ?	-15%	-16%
O=C(Nc1nc(-c2cccs2)cs1)c1cccc(S(=O)(=O)N2CCCCCC2)c1
  ?	-4%	0%
COc1ccccc1NC(=O)COc1cccnc1[N+](=O)[O-]
  ?	10%	/
O=C(NC12CC3CC(CC(C3)C1)C2)c1cncc(Br)c1
  -24%	-14%	-9%
COc1ccc(N2CCN(C(=O)c3ccc4nc(N5CCCCC5)sc4c3)CC2)cc1
  ?	-1%	3%
COc1ccc(N2CCN(c3nc4ccccn4c(=O)c3C=O)CC2)cc1
  -1%	2%	-2%
O=C(C1CCC(Cn2c(=O)c3sccc3n(Cc3ccccc3)c2=O)CC1)N1CCOCC1 (stereo not drawn)
  ?	17%	/
c1ccn2c(c1)nc1c2nc2ccccn21
  -26%	?	?

Among those listed so far, these have two or more sulfur atoms:
Results follow in this order: TDP1 cell CPT	FEN1 inhibitor	N370S GC
CN(C)c1ccc(/C=N\NC(=S)SCN2C(=O)C3CCC(C)(C2=O)C3(C)C)cc1 (stereo not drawn)
  -3%	-9%	8%
CCOc1ccc(S(=O)(=O)N2CCN(C(=O)c3ccc(C)c(S(=O)(=O)N4CCOCC4)c3)CC2)cc1
  26µM*	2%	/
O=C(Nc1nc(-c2cccs2)cs1)c1cccc(S(=O)(=O)N2CCCCCC2)c1
  ?	-4%	0%

The main list resumes, repeating the two entries before the break.
Results follow in this order: TDP1 cell CPT	FEN1 inhibitor	N370S GC
O=C(C1CCC(Cn2c(=O)c3sccc3n(Cc3ccccc3)c2=O)CC1)N1CCOCC1 (stereo not drawn)
  ?	17%	/
c1ccn2c(c1)nc1c2nc2ccccn21
  -26%	?	?
CCN(CC)C(=O)CSc1nc2cc3c(cc2c(=O)n1CCCC(=O)NCc1ccc2c(c1)OCO2)OCO3
  ?	5%	/
CCCc1[nH]nc2c1C(c1ccccc1OC)C(C#N)=C(N)O2 (stereo not drawn)
  ?	0%	3%
Cc1cccc(OC(=O)c2snnc2C)c1C
  27%	-8%	/
CCOC(=O)c1c(CC(C)C)csc1NC(=O)CCl
  13µM*	-4%	/
Cc1cccc(C(=O)N2N=C(c3ccc(NS(C)(=O)=O)cc3)CC2c2cccs2)c1 (stereo not drawn)
  23µM*	-28%	-9%
Cc1nc2nc[nH]n2c(=O)c1NS(C)(=O)=O
  0%	-1%	3%
COCCNC(=O)C1CCC(CNS(=O)(=O)c2c(C)cc(C)cc2C)CC1 (stereo not drawn)
  -13%	19%	-18%
O=C(Nc1cccnc1)c1ccc(-c2ccccc2)cc1
  -11%	-1%	-5%
O=C1OCC2=C1C(c1ccccc1)CC(=O)N2c1cccc(F)c1 (stereo not drawn)
  10%	3%	-3%
CCOc1ccc(S(=O)(=O)NCCC2=CCCCC2)c2ccccc12
  ?	-28%	22%
Cc1ccccc1NC(=O)CON=C(N)c1ccccc1
  -1%	-3%	/
CCCCCc1c(O)nc(SCCN(CC)CC)[nH]c1=O
  0%	-17%	-3%
COc1ccc2c(c1)O[C@@H](c1cccc(C(F)(F)F)c1)[C@H](OC(=O)Nc1ccc(OC(F)F)cc1)C2=O
  ?	?	9%&-7%
Cn1cc(S(=O)(=O)N2CCN(c3cccc(C(F)(F)F)c3)CC2)c(=O)n(C)c1=O
  -21%	-2%	-8%
O=C(CCOc1ccccc1)Nc1ccc(Cl)c(S(=O)(=O)N2CCOCC2)c1
  ?	-13%	-25%
COc1ccccc1C(=O)Nc1cccc(C(=O)OCc2cc(=O)n3ccsc3n2)c1
  -20%	-3%	/
CCCn1c(N)c(NCCN2CCOCC2)c(=O)n(CC(=O)NCc2ccccc2)c1=O
  -5%	24%	2%
O=C(CSc1nn(-c2ccc(F)cc2)c(=S)s1)NC1CCS(=O)(=O)C1 (stereo not drawn)
  10%	6%	-4%
CN(C)c1ncc2nc(-c3ccccc3)c(=O)n(C[C@H]3CCCO3)c2n1
  6%	/	21%
Cc1ccc(NC(=O)CN2C(=O)S/C(=C/c3ccncc3)C2=O)cc1
  16µM*	0%	-5%

Next section.
Results follow in this order: TDP1 cell CPT	FEN1 inhibitor	N370S GC
Cc1ccc(N2CC(C(=O)N/N=C/c3c(F)cccc3Cl)CC2=O)cc1 (stereo not drawn)
  -23%	-11%	9%
CCN1CCN(CCC(=O)Nc2ccc(Br)cc2)CC1
  -26%	10%	-1%
CCCn1nc(C(=O)Nc2nc(-c3ccccn3)cs2)c2ccccc2c1=O
  7.3µM*	3%	/
COc1ccc(CCC(=O)Nc2nc3ccccc3[nH]2)cc1OC
  -2%	6%	1%
COc1ccc(C(=O)NC(=S)NNC(=O)c2ccc(O)cc2)cc1[N+](=O)[O-]
  -25%	13%	-12%
COc1ccccc1C(=O)NNC(=O)c1cccc([N+](=O)[O-])c1
  14%	3%	16%
Cc1ccc(C(=O)c2oc3ccccc3c2NC(=O)COc2ccc(C(C)(C)C)cc2)cc1
  10%	3%	/
COc1ccc(C(=O)OCCc2cc3ccccc3c(=O)o2)cc1
  -1%	-18%	/
Cc1[nH]n(C(N)=S)c(=O)c1N=Nc1cc(-c2ccc(Br)cc2)[nH]n1
  3.3µM*	-5%	-6%
CC(C)C1CC(C(=O)Nc2ccccc2)C(=O)O1 (stereo not drawn)
  11%	2%	/
Cc1ccc(CSC(Nc2ccc(F)cc2)=C(C#N)C#N)cc1
  3.7µM*	-14%	0%
Cc1noc(C)c1COc1ccccc1C(=O)NCCc1ccc(F)cc1
  ?	-7%	/
CCN1CCN(C(=O)c2ccc(COc3cccc(Cl)c3)o2)CC1
  ?	4%	-9%
O=C(CSc1nc(O)c(-c2ccccc2)c(=O)[nH]1)N1CCOCC1
  13%	8%	5%
CCc1c(C(=O)O)[nH]c2ccc(Br)cc12
  1%	8%	1%
COc1ccc(OC)c(C(=O)c2coc3cc(Br)c(O)c(Br)c23)c1
  -14%	-8%	/
COc1ccc(C2=NS(=O)(=O)N(C)C(C(=O)Nc3ccc(F)cc3F)=C2)cc1
  -26%	14%	-16%
CCOC(=O)C1C(=O)C=C(c2ccc(C)cc2)CC1c1cccc([N+](=O)[O-])c1 (stereo not drawn)
  ?	-12%	9%
O=C(COc1cc(Cl)c(Cl)cc1Cl)NC(=O)Nc1ccc2c(c1)OCCO2
  ?	-7%	-3%
CN(c1ccccc1)S(=O)(=O)c1cccc(C(=O)Nc2nn[nH]n2)c1
  -3%	0%	-15%
Cc1cccn2c(N)c(-c3ccccc3)nc12
  3%	4%	-13%[2.35 µM]
CCCCOc1ccc(C(=O)Nc2ccc(-c3nc4ccccc4s3)cc2C)cc1
  ?	2%	/
Cc1ccccc1NC(=O)COC(=O)c1cccc(S(=O)(=O)N2CCCCC2)c1
  -1%	20%	/

The list is partial; count on the stated rates, not on these rows.
